14-3-3 Bad PPI – inhibitors of 14-3-3 zeta/Bad binding, primary screen, biochemical, TR-FRET, bovine 14-3-3 zeta | TR-FRET 14-3-3zeta/Dy647-pBad peptide displacement, 1 h | AID 781, 2007 | 220,000 tested, 0.71% active | inhibition, % at 21.7 µM;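 active means inhibition above about 70%, limit read from the data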;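 further: 0% = full 14-3-3 plus peptide FRET controls and 100% = background without 14-3-3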
FXIIa inh 1536 – human FXIIa protease inhibitors, primary screen, biochemical, 1536-well | Coagulation factor XII (Homo sapiens), P00748 | purified FXIIa, Boc-QGR-AMC fluorogenic substrate, 2 h | inhibition, % at 5 µM | 220,000 tested, 0.3% active | AID 800, 2007; in the data active means inhibition above about 40%;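 further: 0% = enzyme with no compound and 100% = blank without enzyme; many of its hits are not listed in these tables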
Thrombin inh – human alpha-thrombin inhibitors, primary screen, counter-screen for coagulation protease inhibitor project, biochemical, 1536-well, fluorogenic AMC substrate | Prothrombin (Homo sapiens), P00734 | Boc-VPR-AMC fluorogenic substrate cleavage | inhibition, % at 5 µM | 220,000 tested, 0.26% active | AID 1046, 2008;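 active means inhibition at or above 40%; inactive means inhibition below 40%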;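 further: 0% = enzyme with no compound and 100% = wells without enzyme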
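System – human alpha-thrombin protein · Reagent – Boc-VPR-AMC substrate, 15 µM final · Compound – 5 µM single dose in 0.2% DMSO · Schedule – reaction at room temperature · Technique – AMC fluorescence at 355 nm excitation and 460 nm emission · Read-out basis – % inhibition relative to enzyme controls and enzyme-free blanks · Control set – no-compound enzyme wells and no-enzyme blanks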
hK5 inh – human KLK5 protease inhibitors, primary screen, biochemical, 1536-well | AID 873, 2007 | recombinant hK5, fluorogenic AMC substrate cleavage | 210,000 tested, 0.59% active | inhibition, % at 5 µM;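 active means inhibition of 40% or more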;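 further: 0% = enzyme controls without compound and 100% = no-enzyme blanks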
Target sequence (Q9Y337 67-293 limits assumed): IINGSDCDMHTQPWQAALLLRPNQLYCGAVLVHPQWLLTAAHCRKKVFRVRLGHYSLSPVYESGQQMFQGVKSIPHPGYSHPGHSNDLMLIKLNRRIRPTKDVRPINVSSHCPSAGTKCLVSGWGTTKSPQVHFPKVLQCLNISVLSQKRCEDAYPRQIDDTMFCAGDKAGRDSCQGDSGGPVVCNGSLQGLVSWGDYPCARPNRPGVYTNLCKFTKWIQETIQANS
Runt-SMMHC FRET – inhibitors of RUNX1 Runt–CBFb-SMMHC binding, primary screen, biochemical, FRET, Cerulean-Runt, Venus-CBFb-SMMHC, uHTS; AID 1434, 2008; 220,000 tested, 0.74% active; Cerulean-Runt/Venus-CBFb-SMMHC FRET ratio 530/480, 1 h; inhibition, % at 20 µM;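 active means mean inhibition across duplicate retests at 20 µM reaching about 50%, limit read from the data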;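 further: 0% = DMSO wells and 100% = wells with excess untagged CBFb-SMMHC; inhibitors lower the FRET ratio by blocking Runt binding to CBFb-SMMHC; some results filed as inactive read as strong as hits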
Target sequence (Q01196 whole entry, looked up): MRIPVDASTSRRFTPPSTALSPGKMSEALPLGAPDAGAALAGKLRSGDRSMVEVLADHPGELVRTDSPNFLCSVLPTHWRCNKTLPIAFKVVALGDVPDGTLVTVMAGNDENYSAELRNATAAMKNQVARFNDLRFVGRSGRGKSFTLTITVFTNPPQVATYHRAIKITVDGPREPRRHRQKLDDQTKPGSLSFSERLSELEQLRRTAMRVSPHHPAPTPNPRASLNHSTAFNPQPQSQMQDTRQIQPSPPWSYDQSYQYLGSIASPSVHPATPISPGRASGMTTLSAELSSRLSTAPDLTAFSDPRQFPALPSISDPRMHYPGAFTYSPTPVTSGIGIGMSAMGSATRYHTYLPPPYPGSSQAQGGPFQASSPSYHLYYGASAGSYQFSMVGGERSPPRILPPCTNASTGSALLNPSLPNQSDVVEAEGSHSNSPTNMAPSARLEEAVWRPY
Target sequence (Q13951 whole entry, looked up): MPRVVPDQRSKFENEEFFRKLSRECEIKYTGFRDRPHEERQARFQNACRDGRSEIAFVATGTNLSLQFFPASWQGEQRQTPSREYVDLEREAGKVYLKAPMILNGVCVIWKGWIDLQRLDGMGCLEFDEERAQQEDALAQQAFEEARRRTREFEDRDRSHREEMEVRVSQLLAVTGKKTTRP
Hck-Nef inh – inhibitors of Nef-activated human Hck kinase, primary screen, biochemical, Z-Lyte FRET, 384-well, Hck-YEEI. 220,000 tested, 0.68% active. Recombinant Hck-YEEI plus Nef, Z-Lyte FRET kinase assay. Tyrosine-protein kinase HCK (Homo sapiens), P08631. inhibition, % at 20 µM;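 active means Hck-Nef kinase inhibition above about 50%, limit read from the data; inactive means inhibition below that limit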;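 further: 0% = DMSO with Hck plus Nef and 100% = Hck alone without Nef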
FXIa inh – human FXIa protease inhibitors, primary screen, biochemical, 1536-well; AID 798, 2007; purified FXIa, Boc-Glu-Ala-Arg-AMC fluorogenic substrate; inhibition, % at 5 µM; 220,000 tested, 0.14% active;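 active means inhibition of at least 40%; inactive means inhibition below 40%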;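 further: fluorescence of freed AMC excited at 355 nm; 0% = enzyme without compound and 100% = no enzyme blank; many of its hits are not listed in these tables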
Wee1 stabilizer – Wee1 degradation inhibitors, primary screen, cell-based, HeLa, Wee1K328M-luciferase, luminescence. Wee1-like protein kinase (Homo sapiens), P30291. HeLa Luc-Wee1K328M stability; 100% = proteasome inhibitor MG132 effect. reporter increase, % at 5 µM. 220,000 tested, 1.2% active. AID 1321, 2008;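 active means activation above the mean of all tested compounds plus 3 SD, set per screening run, cut at about 8.8% in these data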;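 further: cells exposed to compound for 20 h before luminescence read; 0% = DMSO alone and 100% = MG132 at 30 µM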
Runt-CBFb FRET – inhibitors of RUNX1 Runt–CBFb binding, primary screen, biochemical, FRET, Cerulean-Runt, Venus-CBFb, uHTS | Runt-related transcription factor 1 (Homo sapiens) + Core-binding factor subunit beta … | Cerulean-Runt/Venus-CBFb FRET ratio 530/480, 1 h | inhibition, % at 20 µM | 220,000 tested, 0.46% active | AID 1496, 2009;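 active means inhibition over about 50% at 20 µM in the single-dose screen, limit read from the data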;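 further: 0% = DMSO wells and 100% = excess unlabeled CBFb competitor control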
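Measured by: fluorescence energy transfer, 422 nm excitation, 530/480 nm emission; Assay system: Cerulean-Runt domain; Medium: Tris pH 7.5 buffer with BSA; Measure: loss of energy transfer signal; Controls: 5 µM unlabeled CBFb as full-inhibition high control; Incubation: protein complex preformed 1 h, compound exposure 1 h, room temperature, dark.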
Active calls of the source: *; [ ] = another dose, or the depositor's remark. Outcome played no part in choosing rows; overall some 4.2% were active at least once.

How did CCCC1(C(=O)OCC)NC(c2ccc(N(C)C)cc2)C2C(=O)N(c3ccc(OCC)cc3)C(=O)C21 (centres undefined) do in these assays?
14-3-3 Bad PPI: -16; FXIIa inh 1536: 13; Thrombin inh: 5; hK5 inh: 0; Runt-SMMHC FRET: 1; Hck-Nef inh: 3; FXIa inh: -1; Wee1 stabilizer: -1; Runt-CBFb FRET: -2

How did O=c1cccc(-c2ccccc2)[nH]1 do in these assays?
14-3-3 Bad PPI: -7; FXIIa inh 1536: 10; Thrombin inh: 2; hK5 inh: -3; Runt-SMMHC FRET: 1; Hck-Nef inh: 5; FXIa inh: -2; Wee1 stabilizer: -1; Runt-CBFb FRET: -2

Results for O=C(NC1CCCCCC1)c1cccc(N2CCCC2=O)c1 ?
14-3-3 Bad PPI: 2; FXIIa inh 1536: 18; Thrombin inh: 1; hK5 inh: -2; Runt-SMMHC FRET: 1; Hck-Nef inh: 0; FXIa inh: -2; Wee1 stabilizer: 4; Runt-CBFb FRET: 0

How did O=C(OCc1nnc(-c2ccccc2)o1)C1CCN(S(=O)(=O)c2cccs2)CC1 do in these assays?
14-3-3 Bad PPI: 0; FXIIa inh 1536: 25; Thrombin inh: 3; hK5 inh: 4; Runt-SMMHC FRET: 1; Hck-Nef inh: 6; FXIa inh: 19; Wee1 stabilizer: 0; Runt-CBFb FRET: -2

What do the screens show for `CCCn1c(SCC(=O)N2c3ccccc3Sc3ccccc32)nc2c1c(=O)n(C)c(=O)n2C`?
14-3-3 Bad PPI: 1; FXIIa inh 1536: 10; Thrombin inh: -2; hK5 inh: 1; Runt-SMMHC FRET: 3; Hck-Nef inh: -1; FXIa inh: 6; Wee1 stabilizer: 5; Runt-CBFb FRET: 0

Results for CCN(CC)C(=O)c1scc2c1OCCO2 ?
14-3-3 Bad PPI: -2; FXIIa inh 1536: 14; Thrombin inh: -1; hK5 inh: 3; Runt-SMMHC FRET: 1; Hck-Nef inh: 1; FXIa inh: 0; Wee1 stabilizer: 0; Runt-CBFb FRET: 1

How did CCn1cc(C2=NOC(C(=O)Nc3cc(OC)c(Cl)cc3OC)C2)c(C)n1 (centres undefined) do in these assays?
14-3-3 Bad PPI: 4; FXIIa inh 1536: 17; Thrombin inh: 2; hK5 inh: 20; Runt-SMMHC FRET: 2; Hck-Nef inh: 0; FXIa inh: 9; Wee1 stabilizer: 1; Runt-CBFb FRET: -1

Results for Cc1nc(NC(=O)C2CC2)sc1C(=O)N1CCCCC1 ?
14-3-3 Bad PPI: -12; FXIIa inh 1536: 20; Thrombin inh: -4; hK5 inh: -13; Runt-SMMHC FRET: 2; Hck-Nef inh: 0; FXIa inh: 1; Wee1 stabilizer: -1; Runt-CBFb FRET: 1

Results for Cc1oncc1C(=S)Nc1ccccc1 ?
14-3-3 Bad PPI: -6; FXIIa inh 1536: 8; Thrombin inh: 1; hK5 inh: -3; Runt-SMMHC FRET: -4; Hck-Nef inh: 1; FXIa inh: 1; Wee1 stabilizer: -1; Runt-CBFb FRET: 2

Results for COc1cc(NC(=O)c2ccccc2Cl)ccc1NC(=O)c1cccs1 ?
14-3-3 Bad PPI: 8; FXIIa inh 1536: 6; Thrombin inh: -14; hK5 inh: 0; Runt-SMMHC FRET: -30; Hck-Nef inh: 1; FXIa inh: -6; Wee1 stabilizer: 5; Runt-CBFb FRET: 1

What do the screens show for `Cn1c(N)c(C(=O)c2ccc(Oc3ccccc3)cc2)c(=O)n(C)c1=O`?
14-3-3 Bad PPI: 0; FXIIa inh 1536: 12; Thrombin inh: -1; hK5 inh: -11; Runt-SMMHC FRET: 0; Hck-Nef inh: 2; FXIa inh: -3; Wee1 stabilizer: -1; Runt-CBFb FRET: 0

How did COC(=O)c1ccc(CSc2nnnn2-c2ccc(C)cc2C)o1 do in these assays?
14-3-3 Bad PPI: -1[fluorescence artefact?]; FXIIa inh 1536: 16; Thrombin inh: 1; hK5 inh: -23; Runt-SMMHC FRET: 3; Hck-Nef inh: 2; FXIa inh: 3; Wee1 stabilizer: 0; Runt-CBFb FRET: 0

Results for CNS(=O)(=O)c1cnccc1N1CCN(C)CC1 ?
14-3-3 Bad PPI: -2; FXIIa inh 1536: 6; Thrombin inh: -5; hK5 inh: -12; Runt-SMMHC FRET: 1; Hck-Nef inh: 2; FXIa inh: -1; Wee1 stabilizer: 2; Runt-CBFb FRET: 0

What do the screens show for `Cc1cccn2c(=O)c(/C=C(\C#N)C(=O)NC3CCS(=O)(=O)C3)c(N3CCC(C(N)=O)CC3)nc12` (centres undefined)?
14-3-3 Bad PPI: 1; FXIIa inh 1536: -45; Thrombin inh: -28; hK5 inh: -73; Runt-SMMHC FRET: 63*; Hck-Nef inh: 6; FXIa inh: -25; Wee1 stabilizer: 0; Runt-CBFb FRET: 134*

What do the screens show for `COc1ccc(NS(=O)(=O)c2cccc(C(=O)N/N=C/c3ccc(O)cc3)c2)cc1`?
14-3-3 Bad PPI: -15; FXIIa inh 1536: 10; Thrombin inh: -10; hK5 inh: -9; Runt-SMMHC FRET: -7; Hck-Nef inh: 24; FXIa inh: -1; Wee1 stabilizer: -2; Runt-CBFb FRET: -6

How did O=C(NCCn1cc(SCc2ccccc2F)c2ccccc21)c1c(F)cccc1F do in these assays?
14-3-3 Bad PPI: -4; FXIIa inh 1536: 15; Thrombin inh: 1; hK5 inh: -11; Runt-SMMHC FRET: 2; Hck-Nef inh: -3; FXIa inh: 6; Wee1 stabilizer: 0; Runt-CBFb FRET: -2

What do the screens show for `COc1ccc(/C=N/NC(=O)C(=O)NCc2cccnc2)cc1OC`?
14-3-3 Bad PPI: 10; FXIIa inh 1536: 13; Thrombin inh: -3; hK5 inh: -3; Runt-SMMHC FRET: 2; Hck-Nef inh: 1; FXIa inh: -1; Wee1 stabilizer: -1; Runt-CBFb FRET: -1

Results for COc1ccc(OC)c(C(c2nnnn2C2CCCC2)N2CCc3ccccc3C2)c1 (centres undefined) ?
14-3-3 Bad PPI: 3; FXIIa inh 1536: -7; Thrombin inh: -6; hK5 inh: 9; Runt-SMMHC FRET: 0; Hck-Nef inh: 1; FXIa inh: -2; Wee1 stabilizer: -1; Runt-CBFb FRET: -1

How did CCCC(=O)Nc1ccc(C(=O)NN=C(C2CC2)C2CC2)cc1 do in these assays?
14-3-3 Bad PPI: -15[fluorescence artefact?]; FXIIa inh 1536: 16; Thrombin inh: -3; hK5 inh: -15; Runt-SMMHC FRET: -1; Hck-Nef inh: 4; FXIa inh: 9; Wee1 stabilizer: 2; Runt-CBFb FRET: -3

What do the screens show for `CCOC(=O)N1CCN(C(=O)c2ccc(OC(C)=O)cc2)CC1`?
14-3-3 Bad PPI: 4; FXIIa inh 1536: 13; Thrombin inh: 21; hK5 inh: 17; Runt-SMMHC FRET: -1; Hck-Nef inh: 17; FXIa inh: 6; Wee1 stabilizer: 7; Runt-CBFb FRET: 1

Filtered by structure, the entries above containing a thiophene ring, fused or not (3)
How did O=C(OCc1nnc(-c2ccccc2)o1)C1CCN(S(=O)(=O)c2cccs2)CC1 do in these assays?
14-3-3 Bad PPI: 0; FXIIa inh 1536: 25; Thrombin inh: 3; hK5 inh: 4; Runt-SMMHC FRET: 1; Hck-Nef inh: 6; FXIa inh: 19; Wee1 stabilizer: 0; Runt-CBFb FRET: -2

Results for CCN(CC)C(=O)c1scc2c1OCCO2 ?
14-3-3 Bad PPI: -2; FXIIa inh 1536: 14; Thrombin inh: -1; hK5 inh: 3; Runt-SMMHC FRET: 1; Hck-Nef inh: 1; FXIa inh: 0; Wee1 stabilizer: 0; Runt-CBFb FRET: 1

Results for COc1cc(NC(=O)c2ccccc2Cl)ccc1NC(=O)c1cccs1 ?
14-3-3 Bad PPI: 8; FXIIa inh 1536: 6; Thrombin inh: -14; hK5 inh: 0; Runt-SMMHC FRET: -30; Hck-Nef inh: 1; FXIa inh: -6; Wee1 stabilizer: 5; Runt-CBFb FRET: 1

New compounds follow:
Results for COC(=O)C1=C(C)N(c2ccc(F)c(Cl)c2)C(=O)C1 ?
14-3-3 Bad PPI: -1; FXIIa inh 1536: 15; Thrombin inh: 0; hK5 inh: -12; Runt-SMMHC FRET: -7; Hck-Nef inh: 11; FXIa inh: 3; Wee1 stabilizer: -2; Runt-CBFb FRET: 0

What do the screens show for `CC1=NN(c2ccc(C)cc2C)C(=O)C1C(c1cccc(O)c1)C1C(=O)N(c2ccc(C)cc2C)N=C1C` (centres undefined)?
14-3-3 Bad PPI: -27; FXIIa inh 1536: 11; Thrombin inh: -2; hK5 inh: -21; Runt-SMMHC FRET: 5; Hck-Nef inh: 3; FXIa inh: 4; Wee1 stabilizer: -2; Runt-CBFb FRET: 6

How did CC12CCC(c3nnc(SCC(=O)Nc4cccc5ccccc45)nc31)C2(C)C (centres undefined) do in these assays?
14-3-3 Bad PPI: 3; FXIIa inh 1536: -5; Thrombin inh: -9; hK5 inh: -1; Runt-SMMHC FRET: -3; Hck-Nef inh: 2; FXIa inh: -6; Wee1 stabilizer: -1; Runt-CBFb FRET: -1

What do the screens show for `CC(Nc1nc(N2CCNCC2)nc2ccccc12)c1ccccc1` (centres undefined)?
14-3-3 Bad PPI: 22; FXIIa inh 1536: 5; Thrombin inh: 3; hK5 inh: 10; Runt-SMMHC FRET: 0; Hck-Nef inh: 18; FXIa inh: 7; Wee1 stabilizer: 0; Runt-CBFb FRET: 2

Results for Nc1cc(N)nc(SCc2cc(=O)oc3cc4c(cc23)CCC4)n1 ?
14-3-3 Bad PPI: -8[fluorescence artefact?]; FXIIa inh 1536: -3; Thrombin inh: -5; hK5 inh: 5; Runt-SMMHC FRET: -2; Hck-Nef inh: 15; FXIa inh: -24; Wee1 stabilizer: -2; Runt-CBFb FRET: 0

Screening data (PubChem BioAssay)
